From PubChem
mIAP act: mouse IAP activation | muIAP, CDP-Star luminescence, 30 min; active compounds read high; 1 = vehicle-only enzyme signal, 0 = enzyme-free wells | activation factor at 10 µM | 330,000 tested, 0.24% active;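 active = activation factor of at least 2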; also: the source names both 10 and 20 µM as test concentration; values of inactives mirror those of a sister screen read the other way
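Assay system: mouse IAP enzyme; Reagent: CDP-Star chemiluminescent phosphatase substrate; Compound: DMSO-dissolved test compounds; Incubation: 30 min, room temperature; Technique: luminescence from enzymatic CDP-Star hydrolysis; Controls: DMSO-only wells and no-enzyme negative control.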
hIAP act: human IAP activation; purified human IAP, CDP-Star luminescence, 30 min; active compounds read high; 1 = vehicle-only enzyme, 0 = enzyme-free background; AID 2524; activation factor at 10 µM; 330,000 tested, 0.16% active;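 active = activation factor of the enzyme at least 2-fold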; also: the source names both 10 and 20 µM as test concentration; values of inactives mirror those of a sister screen read the other way
APOBEC3G inh: APOBEC3G (human) deaminase inhibition; 330,000 tested, 0.28% active; inhibition, % at 20 µM; recombinant A3G, ssDNA deamination FAM/TAMRA fluorescence; Q9HC16;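 active = inhibition of at least 40% at 20 µM, with no more than 30% in the related APOBEC3A deaminase screen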;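 also: plate controls were DMSO wells with A3G for no effect and wells lacking A3G enzyme for full effect; some compounds called inactive have numbers as strong as hits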
Target sequence (Q9HC16 whole entry, looked up): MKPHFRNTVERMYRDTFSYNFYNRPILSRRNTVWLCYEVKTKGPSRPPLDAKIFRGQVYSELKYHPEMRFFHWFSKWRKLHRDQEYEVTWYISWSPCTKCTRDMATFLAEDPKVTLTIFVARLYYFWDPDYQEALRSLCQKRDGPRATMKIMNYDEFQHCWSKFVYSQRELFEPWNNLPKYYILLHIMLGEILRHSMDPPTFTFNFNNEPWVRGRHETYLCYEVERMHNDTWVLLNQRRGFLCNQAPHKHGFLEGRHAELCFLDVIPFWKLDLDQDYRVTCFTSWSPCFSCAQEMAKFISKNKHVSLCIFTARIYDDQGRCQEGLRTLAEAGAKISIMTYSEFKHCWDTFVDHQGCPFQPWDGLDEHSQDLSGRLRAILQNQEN
A3A deaminase: blocks human APOBEC3A ssDNA deamination. 330,000 tested, 0.41% active. recombinant A3A, FAM/TAMRA ssDNA deamination fluorescence. AID 493011. P31941. inhibition, % at 20 µM;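 active = at least 40% inhibition at 20 µM here, with at most 30% in a related deaminase screen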;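 also: plate controls were A3A with DMSO for no effect and wells lacking A3A enzyme for full effect; some results filed as inactive read as strong as hits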
Target sequence (P31941 whole entry, looked up): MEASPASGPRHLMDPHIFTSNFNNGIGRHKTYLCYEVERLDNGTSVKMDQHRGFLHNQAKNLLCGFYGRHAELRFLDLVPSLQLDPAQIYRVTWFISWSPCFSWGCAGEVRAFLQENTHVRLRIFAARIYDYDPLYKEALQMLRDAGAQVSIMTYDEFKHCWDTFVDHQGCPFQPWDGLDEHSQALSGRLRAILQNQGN
SENP1 inh: blocks the human SENP1 SUMO protease catalytic domain. Q9P0U3. recombinant SENP1 catalytic domain, CyPet-SUMO1-YPet FRET cleavage. inhibition, % at 10 µM. 360,000 tested, 0.21% active;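 active = inhibition at least 30% at 10 µM, raw YFP signal under a set limit, fluorescence ratio 0.5 to 1.5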;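 also: 0% = enzyme with DMSO and 100% = no enzyme wells; some results filed as inactive read as strong as hits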
Target sequence (Q9P0U3 419-644 limits assumed): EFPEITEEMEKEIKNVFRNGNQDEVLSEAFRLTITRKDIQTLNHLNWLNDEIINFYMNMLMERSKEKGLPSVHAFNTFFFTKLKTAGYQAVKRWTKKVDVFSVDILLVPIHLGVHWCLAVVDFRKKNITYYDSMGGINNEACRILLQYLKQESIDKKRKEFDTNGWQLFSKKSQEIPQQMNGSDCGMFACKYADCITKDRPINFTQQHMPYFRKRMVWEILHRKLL
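material = recombinant human SENP1 catalytic domain, His6-tagged | quantity = 20 pM enzyme | reagent = 25 nM SUMO1 FRET substrate | compound dosing = 10 µM single point, 0.5% DMSO | timing = 50 min enzyme reaction, room temperature, light-protected | detection = FRET, CFP and YFP emission | control set = no-enzyme low, enzyme-DMSO high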
NALP3 yeast inh: blocks the NALP3 inflammasome reconstituted in yeast; 330,000 tested, 0.39% active; AID 2825; Yeast reconstituted NLRP3/ASC/caspase-1, beta-gal luminescence, 24 h; inhibition, % at 10 µM;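 active = inhibition of 50% or more; inactive = inhibition below 50%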;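 also: plate controls were induced DMSO wells for no effect and uninduced yeast grown without galactose for full effect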
hIAP block: human IAP inhibition | purified IAP, CDP-Star luminescence, 30 min | AID 2544 | 330,000 tested, 0.12% active | inhibition, % at 10 µM;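 active = inhibition reaching a set limit with compound at 10 µM in the primary screen, cut at about 35% in these data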;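 also: plate controls were DMSO wells with enzyme for no effect and no-enzyme buffer wells for full effect; values of inactives mirror those of a sister screen read the other way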
MIN6 prolif: MIN6 beta-cell proliferation induction | MIN6 cells proliferation, ATPlite luminescence, 48 h; cells starved in 0.2% serum; 100% = growth in 10% serum | 330,000 tested, 0.29% active | proliferation, % at 10 µM;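 active = compounds whose signal lies at least 3.5 SD above the mean of all wells on their plate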;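 also: 0% = DMSO-treated cells in low-serum medium and 100% = 10% serum control; some compounds called inactive have numbers as strong as hits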
mIAP block: mouse IAP inhibition; 330,000 tested, 0.2% active; inhibition, % at 10 µM; purified mouse IAP, CDP-Star luminescence, 30 min;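 active = inhibition of at least 40% at 10 µM in the primary screen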;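 also: plate controls were DMSO with enzyme for no effect and no enzyme wells for full effect; values of inactives mirror those of a sister screen read the other way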
Starred values were filed as active, the others as inactive; . = not tested or not shown; & = joins results of further samples. Not all compounds are listed; rates above refer to the full screens.

item	Structure	mIAP act	hIAP act	APOBEC3G inh	A3A deaminase	SENP1 inh
1	Cc1nn(C)c(N)c1C(O)(c1nccn1C)C(F)(F)F (configuration not stated)	0.859	1.04	2.1	8.8	1.6
2	O=C(NNC(=S)NC(=O)c1cccnc1)c1ccc(Cl)cc1	0.789	0.997	8.6	-3.1	0.1
3	CCOc1ncccc1C(=O)OCC(=O)Nc1cc(C)ccc1C	0.976	1.04	-5.2	7.4	-1.3
4	O=C1CC2(CCN(C(=O)c3ccccc3[N+](=O)[O-])CC2)Oc2ccccc21	0.984	0.862	-6.6	-3.0	-1.0
5	COc1ccc(CCC(=O)OCC(=O)c2c(N)n(CC(C)C)c(=O)n(C)c2=O)cc1	1	1.08	-5.6	-3.8	0.6
6	O=C(Nc1sccc1C(=O)N1CCOCC1)c1cccnc1	1.04	1.18	-4.1	-0.8	0.0
7	COc1ccc(NC(=S)NCCc2ccc(Cl)cc2)c(OC)c1	1.07	1.01	3.3	5.7	1.2
8	CCNC(=S)NS(=O)(=O)c1ccc(Cl)cc1	0.908	0.966	-6.1	-3.1	1.0

item	NALP3 yeast inh	hIAP block	MIN6 prolif	mIAP block
1	16.2	-4.2	1.5	14.1
2	12.8	0.3	-3.0	21.1
3	3.2	-4.3	1.3	2.4
4	2.8	13.8	0.6	1.6
5	6.2	-8.4	-7.4	-0.5
6	4.1	-17.8	-2.5	-4.1
7	23.3	-1.5	-3.6	-6.6
8	-2.4	3.4	5.0	9.2

Another view of part of the listing above:
3. CCOc1ncccc1C(=O)OCC(=O)Nc1cc(C)ccc1C
  mIAP act: 0.976	hIAP act: 1.04	APOBEC3G inh: -5.2	A3A deaminase: 7.4	SENP1 inh: -1.3	NALP3 yeast inh: 3.2	hIAP block: -4.3	MIN6 prolif: 1.3	mIAP block: 2.4

4. O=C1CC2(CCN(C(=O)c3ccccc3[N+](=O)[O-])CC2)Oc2ccccc21
  mIAP act: 0.984	hIAP act: 0.862	APOBEC3G inh: -6.6	A3A deaminase: -3.0	SENP1 inh: -1.0	NALP3 yeast inh: 2.8	hIAP block: 13.8	MIN6 prolif: 0.6	mIAP block: 1.6

5. COc1ccc(CCC(=O)OCC(=O)c2c(N)n(CC(C)C)c(=O)n(C)c2=O)cc1
  mIAP act: 1	hIAP act: 1.08	APOBEC3G inh: -5.6	A3A deaminase: -3.8	SENP1 inh: 0.6	NALP3 yeast inh: 6.2	hIAP block: -8.4	MIN6 prolif: -7.4	mIAP block: -0.5

The listing continues.
item	Structure	mIAP act	hIAP act	APOBEC3G inh	A3A deaminase	SENP1 inh
9	COCCCNC(=O)c1ccc(Cn2c(=O)c3ccccc3n(Cc3cc(C)ccc3C)c2=O)cc1	0.955	1.23	-2.9	-1.3	-0.9
10	O=C(COC(=O)c1ccco1)c1ccc(S(=O)(=O)N2CCCCC2)cc1	0.889	0.956	-6.9	1.2	2.7
11	O=C1NC2(CCCCCC2)Oc2ccccc21	0.995	0.957	-2.4	-1.9	0.7
12	CCN(CC)C(=O)CSc1nnc(-c2ccccn2)n1-c1ccccc1OC	0.937	0.902	-8.5	-0.4	0.0
13	COC(=O)CCC(=O)N1CCCC(N2CCN(c3cccc(C(F)(F)F)c3)CC2)C1 (configuration not stated)	1.04	1.38	-11.5	-7.1	0.4
14	O=C(Nc1ccnn1C1CCN(C2CCC2)CC1)c1ccccc1	0.989	0.879	-6.2	-0.1	-0.2
15	C=CCNc1nc(Cl)nc(Nc2ccc(OCC)cc2)n1	0.917	1.01	-11.1	1.2	1.4
16	C#CCOc1ccc(C2C3=C(CC(C)(C)CC3=O)N(CC(=O)O)C3=C2C(=O)CC(C)(C)C3)cc1	0.943	0.999	-2.3	-7.1	-24.7

item	NALP3 yeast inh	hIAP block	MIN6 prolif	mIAP block
9	21.6	-22.8	-3.5	4.5
10	22.7	4.4	0.1	11.1
11	11.5	4.3	-1.7	0.5
12	2.3	9.8	-1.0	6.3
13	2.8	-37.5	-4.2	-4.0
14	6.3	12.1	6.1	1.1
15	52.5*	-0.6	-1.3	8.3
16	8.4	0.1	-0.6	5.7

The results go on.
item	Structure	mIAP act	hIAP act	APOBEC3G inh	A3A deaminase	SENP1 inh
17	Cc1nn(Cc2ccccc2)c(C)c1NC(=O)CSc1nc2c(c(C(F)(F)F)n1)CCc1ccccc1-2	0.846	0.879	0.4	0.2	-2.9
18	CSCc1c(C(=O)Nc2ccc(N3CCOCC3)cc2)oc2ccccc12	0.83	0.902	-5.7	-4.9	2.5
19	CCOC(=O)CSc1nc(-c2ccccc2)nc2ccc(C)cc12	0.853	0.865	-6.7	-1.3	-124.6
20	COC(=O)N1CCN(CCc2ccccc2)CC1	0.96	1.02	-8.3	-1.1	-0.2
21	Cc1cccc(C(=O)Nc2ccnc(-c3ccncc3)n2)c1	0.998	1.07	-5.9	-3.0	1.3
22	Cc1ccc(CCNC(=O)C2CCN(S(=O)(=O)N3CCCCC3)CC2)cc1	1.03	1.07	-5.8	-5.0	0.2
23	COc1ccc([C@@H]2[C@@H]3C(=O)N(C(C)(C)C)C(=O)[C@@H]3[C@]3(Cc4ccccc4)C(=O)N(c4cccc(F)c4)C(=O)N23)cc1	0.944	0.883	-8.3	-4.5	1.0
24	COc1ccc(NC(=O)Nc2ccc3c(c2)CC(=O)N([C@H](C)CO)C[C@@H](C)[C@H](CN(C)C(=O)Nc2ccccc2)O3)cc1	1.34	1.04	-8.7	-3.7	0.5

item	NALP3 yeast inh	hIAP block	MIN6 prolif	mIAP block
17	0.5	12.1	-0.4	15.4
18	5.3	9.8	-0.1	17.0
19	11.4	13.5	-3.4	14.7
20	21.2	-2.1	0.2	4.0
21	7.4	-7.1	-1.4	0.2
22	9.4	-7.4	1.0	-3.4
23	10.8	11.7	-5.3	5.6
24	-8.0	-4.1	-4.3	-34.4

Further structures follow.
item	Structure	mIAP act	hIAP act	APOBEC3G inh	A3A deaminase	SENP1 inh
25	Cc1coc2cc3oc(=O)c(CCC(=O)NCCN4CCOCC4)c(C)c3cc12	1.03	0.97	-9.0	-5.9	-3.6
26	O=C(COc1ccc(Cl)cc1)N1CCN(Cc2ccc3c(c2)OCO3)CC1	1.1&1.11	1&1.15	-6.2&-11.6	-1.1&-1.8	3.3&0.6
27	C/C(=N/NC(=O)c1ccc(Cl)s1)c1cccnc1	1.1	0.849	2.6	3.7	-0.9
28	CCOc1ncccc1C(=O)NCc1ccccc1F	0.983	0.922	-8.7	-0.9	-1.8
29	Cc1ccc(NC(=O)COC(=O)CCc2c[nH]c3ccccc23)cc1[N+](=O)[O-]	0.881	0.875	-1.5	1.9	1.3
30	CCc1ccc(OCC(=O)N/N=C(\C)c2ccc(-n3ccnc3)cc2)cc1	0.931	1.14	-7.2	-0.8	0.8
31	O=C(NCCCN1CCOCC1)c1ccc(S(=O)(=O)N2CCOCC2)cc1	1.01	1.32	-1.0	0.1	2.3
32	COc1ccc(CNC(=O)c2ccc(Cn3cc(Cl)cn3)o2)cc1	1.03	1.05	-2.9	-0.9	-3.5

item	NALP3 yeast inh	hIAP block	MIN6 prolif	mIAP block
25	4.9	3.0	-0.2	-3.1
26	23.6&29.7	-0.4&-14.9	-1.9&0.5	-10.5&-11.5
27	13.9	15.1	0.2	-10.2
28	10.4	7.8	-3.3	1.7
29	3.8	12.5	-2.5	11.9
30	11.5	-13.5	-4.0	6.9
31	2.0	-31.6	-4.0	-1.0
32	17.7	-4.9	-2.4	-2.7

(listing goes on)
item	Structure	mIAP act	hIAP act	APOBEC3G inh	A3A deaminase	SENP1 inh
33	CCC(=O)Nc1ccc(C(=O)CSc2nnc(CNc3ccc(Cl)cc3)o2)cc1OC	1.07	1.24	-5.3	-4.3	1.3
34	CCN1CCN(c2ccc(S(=O)(=O)N3CCCCC3)cc2NC(=O)CC(NC(C)=O)c2ccccc2)CC1 (configuration not stated)	1.01	0.911	13.4	88.4*	1.3
35	CC1CCCN(c2nc3c(c(=O)n(C)c(=O)n3C)n2Cc2ccccc2)C1 (configuration not stated)	0.941	1.05	-5.5	-1.0	-1.4
36	C=CC(=O)NC(C)(C)Cc1ccccc1	0.986	1.02	3.0	4.4	-2.8
37	CCCn1c(C(C)NC(=O)c2ccccc2)n[nH]c1=S (configuration not stated)	1	1.15	9.6	-2.1	0.6
38	O=C1NN=C(c2ccc(Cl)cc2)CC1c1c[nH]c2ccccc12 (configuration not stated)	1.06	1.01	-6.8	1.0	-9.7
39	O=C(CCN1C(=O)/C(=C/c2ccc3c(c2)OCO3)SC1=S)Nc1ccc(C(=O)O)cc1	0.941	0.912	-2.0	-3.9	-38.6
40	COc1ccc(NC(=O)CCC(=O)N(Cc2ccc(OC)c(OC)c2)c2nccs2)cc1	1	0.931	-1.6	-1.3	0.4

item	NALP3 yeast inh	hIAP block	MIN6 prolif	mIAP block
33	-5.7	-24.0	-0.1	-7.0
34	9.8	8.9	-2.6	-0.9
35	-7.1	-5.0	1.1	5.9
36	8.1	-1.9	1.2	1.4
37	20.7	-15.3	0.5	-0.4
38	26.3	-1.0	-2.3	-6.5
39	16.8	8.8	-5.9	5.9
40	-2.9	6.9	1.6	-0.2

Molecules from the list above containing a thiophene ring, fused or not:
item	Structure	mIAP act	hIAP act	APOBEC3G inh	A3A deaminase	SENP1 inh
6	O=C(Nc1sccc1C(=O)N1CCOCC1)c1cccnc1	1.04	1.18	-4.1	-0.8	0.0
27	C/C(=N/NC(=O)c1ccc(Cl)s1)c1cccnc1	1.1	0.849	2.6	3.7	-0.9

item	NALP3 yeast inh	hIAP block	MIN6 prolif	mIAP block
6	4.1	-17.8	-2.5	-4.1
27	13.9	15.1	0.2	-10.2

(cont.)
item	Structure	mIAP act	hIAP act	APOBEC3G inh	A3A deaminase	SENP1 inh
41	Cc1ccc(CNS(=O)(=O)c2c(C(=O)N3CCCCCC3)c(C)n(C)c2C)cc1	0.941	0.817	-6.9	-4.5	1.5
42	COc1ccc(N(Cc2nnc3n2CCCCC3)C(=O)Nc2ccccc2)cc1	1.09	1.05	-8.8	-4.7	2.3
43	Cn1c(=O)[nH]c(=O)c2c1nc(N1CCCCC1)n2CC(O)COc1ccccc1 (configuration not stated)	0.993	0.984	-5.7	-6.7	1.5
44	COc1ccc(C(=S)N2CCCC2)cc1	0.991	0.955	-0.8	-2.9	1.3
45	O=C(O)/C=C/C(=O)Nc1ccc(Oc2ncnc3cc(Cl)ccc23)nc1	1.06	1.24	-5.4	-3.3	.

item	NALP3 yeast inh	hIAP block	MIN6 prolif	mIAP block
41	8.3	18.3	2.5	5.9
42	0.0	-4.9	-0.5	-9.3
43	-1.5	1.6	0.4	0.7
44	-11.2	4.5	-3.2	0.9
45	-11.2	-23.9	-0.8	-5.7
